# Screening results deposited in PubChem BioAssay by National Center for Advancing Translational Sciences (NCATS).
# TCR act – T cell receptor activation | Potency, µM (titrated, usually from 9.22 µM), for the others: at the top dose activation of IL-2 secretion, usual class: activators | primary human leukocytes, anti-CD3, IL-2 HTRF, 48 h | AID 504894 | 330,000 tested, under 10 active; also: % of control where 0% means no effect
#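 Readout: HTRF IL-2, Eu-cryptate/d2 antibody pair, 320nm excitation, 665nm emission. Stimulus: a-CD3 beads, no co-stimulation. Cells: primary human leukocytes. Exposure: 48 hr with compound.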
# ELG1 repair inh – blocks ELG1-dependent DNA repair in HEK293T cells. HEK293T ELG1-luciferase reporter, luminescence, 16 h; DNA damage induced by 5-fluorouridine. Potency, µM (highest dose often 46.1 µM), inactives show at the top dose activity change, negative = inhibition, hits mostly inhibitors. hit rate 2.3% among 330,000. AID 504467; also: potency is read from the fitted curve at half-maximal effect; % is scaled to controls: 0 for no effect and ±100 for the full control effect; nearly all actives have a fitted effect of over 55% in size
#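 Luminescence from the luciferase reporter, measured 30 min after ONE-Glo reagent at room temperature, was the read-out. Beforehand, 2,000 cells per well were exposed for 16 hr at 37 °C to 5-fluorouridine together with compound or vehicle.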
# Eya2 inh – inhibitors of human Eya2 phosphatase activity. recombinant Eya2, OMFP fluorescence dephosphorylation (OMFP is methylfluorescein phosphate). Potency, µM (doses to about 76.9 µM), for the others: top-dose activity, negative = inhibition, usual class: inhibitors. hit rate 0.006% among 330,000. AID 488837; also: potency is read from the fitted curve at half-maximal effect; % is scaled to controls: 0 for no effect and ±100 for the full control effect
# Target sequence (O00167 whole entry, looked up): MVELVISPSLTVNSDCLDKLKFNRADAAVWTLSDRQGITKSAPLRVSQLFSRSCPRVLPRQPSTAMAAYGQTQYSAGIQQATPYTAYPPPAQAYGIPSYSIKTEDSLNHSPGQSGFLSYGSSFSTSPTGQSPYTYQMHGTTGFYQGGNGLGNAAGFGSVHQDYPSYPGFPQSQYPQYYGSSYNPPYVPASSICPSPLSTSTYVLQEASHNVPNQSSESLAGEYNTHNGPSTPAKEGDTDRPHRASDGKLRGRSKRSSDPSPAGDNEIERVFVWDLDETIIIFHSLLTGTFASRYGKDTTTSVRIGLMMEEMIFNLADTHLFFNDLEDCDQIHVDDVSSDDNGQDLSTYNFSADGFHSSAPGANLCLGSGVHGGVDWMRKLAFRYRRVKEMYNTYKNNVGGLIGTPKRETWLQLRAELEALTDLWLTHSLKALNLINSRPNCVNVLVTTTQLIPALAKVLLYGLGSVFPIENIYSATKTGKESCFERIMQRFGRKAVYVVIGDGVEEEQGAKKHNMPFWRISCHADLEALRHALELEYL
#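 Eya2 protein (added as 0.2 uM solution) was preincubated with compound for 10 min at ambient temperature in 50 mM HEPES pH 7.5, 50 mM NaCl, 5 uM MgCl2, 0.05% BSA, 1 mM DTT. OMFP (added at 50 uM) then reacted 10 min; fluorescence read at 485/525 nm.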
# TSHR antag – blocks TSH signaling through the human TSH receptor; P16473; TSHR-expressing cells, TSH-stimulated cAMP HTRF, 2 h; hits give low values; activity change, negative = inhibition, % at 11.5 µM; hit rate 0.2% among 330,000; AID 504810;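 active = activity change below a set negative limit, meaning inhibition stronger than a set level, cut at about -70% in these data; inconclusive = activity change between two set negative limits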; also: % is scaled to controls: 0 for no effect and ±100 for the full control effect
#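 Inhibition of cAMP made by TSHR-expressing cells under TSH stimulation (4nM final, EC80; 2 h, 37 deg C) is quantified with a one-step lysis HTRF kit, anti-cAMP cryptate versus cAMP-d2.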
# Tb PFK block – blocks T. brucei phosphofructokinase; Potency, µM (series often up to 57.5 µM), for the others: top-dose activity, negative = inhibition, actives largely listed as inhibitors; hit rate 0.17% among 330,000; O15648; T. brucei PFK, ADP-Glo luminescence;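 also: potency is read from the fitted curve at half-maximal effect; 0% = uninhibited 1x PFK enzyme wells and -100% = no-enzyme wells; nearly all actives have a fitted effect of over 60% in size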
# Target sequence (O15648 whole entry, looked up): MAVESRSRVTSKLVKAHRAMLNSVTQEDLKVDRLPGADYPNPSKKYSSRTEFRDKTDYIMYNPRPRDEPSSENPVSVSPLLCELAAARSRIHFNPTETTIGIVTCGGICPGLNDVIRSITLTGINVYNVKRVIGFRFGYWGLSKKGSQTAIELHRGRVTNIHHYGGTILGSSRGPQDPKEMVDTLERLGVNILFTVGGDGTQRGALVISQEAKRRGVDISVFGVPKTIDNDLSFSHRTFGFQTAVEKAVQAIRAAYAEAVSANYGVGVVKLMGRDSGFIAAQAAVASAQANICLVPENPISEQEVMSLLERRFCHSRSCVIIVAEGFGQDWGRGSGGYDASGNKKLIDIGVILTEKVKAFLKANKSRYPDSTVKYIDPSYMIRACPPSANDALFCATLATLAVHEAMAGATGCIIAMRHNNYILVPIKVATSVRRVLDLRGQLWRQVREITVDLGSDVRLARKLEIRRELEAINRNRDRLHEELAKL
#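 1.25 nM PFK with 0.5 mM F6P and 0.1 mM ATP in 0.1 M TEA pH 8.0, 5 mM MgCl2, incubated 45 min at room temperature; ADP measured by ADP-Glo luminescence; compounds titrated up to 57 uM.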
# TSG101-PTAP inh – blocks PTAP/TSG101 interaction to inhibit HIV-1 budding; Q99816; Fluorescence polarization, FITC-PTAP peptide / Tsg101 binding; Potency, µM (series often up to 115 µM), without a hit: at the top dose activity change, negative = inhibition, actives largely listed as inhibitors; 340,000 tested, under 10 active; AID 493005; active = well fitted inhibition curve with a large enough effect in the main read-out, with a control signal flat, not every such curve was filed as active; inconclusive = small, poorly fitted or top-dose-only effect, or effect the other way, or a change in a side signal; inactive = no such curve, though single readings can be large or run the other way; also: potency is read from the fitted curve at half-maximal effect; % of control where 0% means no effect
#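 Steps: Tsg101 binding domain dispensed (10 uM final), compounds pinned in DMSO, FITC-labeled PTAP-motif peptide added (50 nM final); after 20 min binding at room temperature, polarization measured.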
# Mito fusion act – inhibitors of mitochondrial division or activators of mitochondrial fusion; AID 485298; S. cerevisiae fusion-defective mutant growth rescue, CellTiterGlo 48 h; Potency, µM (series often up to 46.1 µM), for inactives: at the highest dose growth rescue (activation), actives largely listed as activators; hit rate 0.23% among 320,000;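 also: potency is read from the fitted curve at half-maximal effect; % of control where 0% means no effect; nearly all actives have a fitted effect of over 45% in size; temperature-sensitive fusion mutants such as fzo1-1 at 37 °C on non-fermentable ethanol glycerol medium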
#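 S. cerevisiae fusion-defective temperature-sensitive mutants (e.g. fzo1-1, mgm1-5) grown 48 h at 37C in YPEG (ethanol/glycerol non-fermentable) medium with 23 nl compound per well; growth rescue read as CellTiterGlo luminescence.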
# a7 integrin act – integrin-mediated muscular dystrophy alleviation activation | Potency, µM (titrated, usually from 38.3 µM), for the others: at the top dose activation, actives largely listed as activators | hit rate 0.064% among 350,000 | alpha7betagal myoblasts, beta-gal FDG fluorescence, 48 h;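 also: potency is read from the fitted curve at half-maximal effect; 100% = response of the positive control SU9516; nearly all actives have a fitted effect of over 60% in size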
#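 Alpha7betagal+/- myoblasts (passage 13) were plated 16-24 hr, then exposed to compounds (1:260 dilution of DMSO stock) for 48 hours at 37C. After MPER lysis, β-galactosidase reporter activity was read as FDG fluorescence (ex 480/em 540) after 30 minutes.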
# BCR signal inh – blocks chronic active B-cell receptor signaling. ABC-DLBCL IkBa-CBG/CBR reporter, luminescence ratio, 4 h. Potency, µM (titrated, usually from 46.1 µM), without a hit: at the highest dose ratio change, negative = lower green/red ratio, most hits filed as inhibitors. hit rate 0.05% among 340,000; active = well fitted inhibition curve with a large enough effect in the signal ratio, with a control signal flat, not every such curve was filed as active; inconclusive = small, poorly fitted or top-dose-only effect, or effect the other way, or a change in a side signal; the % refers to the signal ratio;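 also: potency is read from the fitted curve at half-maximal effect; plate controls were basal doxycycline-induced cells for no effect and cells given 10 µM MG132 for full effect; MG132 reads +100%, hits lower the ratio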
#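 TMD8 ABC-DLBCL cells carrying doxycycline-inducible green luciferase fused to IkappaBalpha plus unfused red luciferase were exposed to compounds (up to 46 uM) for 4 hrs at 37C. Activity came from the overlap-corrected green/red luminescence ratio.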
# A-T KAP1 phos – candidate therapy for ataxia-telangiectasia | […] A-T fibroblasts, KAP-1 phosphorylation AlphaLISA; neocarzinostatin DNA damage 30 min before lysis | Potency, µM (top dose mostly 57.5 µM), for inactives: top-dose activation, hits mostly activators | hit rate 0.19% among 320,000 | AID 485349; also: potency is read from the fitted curve at half-maximal effect; % of control where 0% means no effect; nearly all actives have a fitted effect of over 45% in size
#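 ATM-like activity read as KAP-1 phosphorylation via AlphaLISA donor/acceptor antibody pairs after lysis and 6 hr at 25C. Cells were ATM-null patient fibroblasts ([…], hTERT), dosed 60 min, then exposed to the DSB inducer NCS for 30 min.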
# ASM inhibitor – blocks human secretory acid sphingomyelinase | hit rate 0.006% among 340,000 | AID 504937 | placental ASM, HMU-PC fluorogenic substrate, 60 min | Potency, µM (highest dose often 57.5 µM), inactives show at the top dose activity change, negative = inhibition, hits mostly inhibitors; also: potency is read from the fitted curve at half-maximal effect
#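 qHTS format. ASM enzyme prepared from human placenta hydrolyses the fluorogenic substrate HMU-PC0 (9 uM final) over 60 min at 37 °C after a 10 min compound preincubation.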
# An asterisk follows results filed as active; ? = inconclusive; · = no result given; [ ] = dose if it differs, or a comment. Unless noted, calls follow the shape of the dose curve; as a rule, active = well fitted curve in the direction sought with a large enough effect; inconclusive = small, poorly fitted or top-dose-only effect, or another doubt; inactive = no such curve, though single readings can be large; an effect the other way counts as inactive or inconclusive. Random draw from the library. About 3.2% of those tested had a hit in this group.
SMILES,TCR act,ELG1 repair inh,Eya2 inh,TSHR antag,Tb PFK block,TSG101-PTAP inh,Mito fusion act,a7 integrin act,BCR signal inh,A-T KAP1 phos,ASM inhibitor
COc1cccc(C(=O)Nc2nnc(-c3ccccc3)s2)c1,5%,?,1%,-7,7%,-8%,-3%,5%,?,5%,-1%
Cc1cccc(NC(=O)c2nc[nH]c2C(=O)N[C@@H](C)c2ccccc2)c1,6%,?,-12%,5,-6%,·,-9%,-34%,?,0%,-5%
CC(NC(=O)Cc1ccc(S(=O)(=O)N2CCOCC2)s1)c1ccc(Cl)c(Cl)c1 (centres undefined),-3%,?,-25%,-4,?,-1%,6%,-6%,-15%,0%,-1%
CCOC(=O)c1nn(-c2ccccc2F)c(-c2ccccc2)c1C(=O)c1ccccc1,5%,-7%,-7%,115,0%,-12%,-21%,-20%,27%,4%,-1%
Nc1ccc(S(=O)(=O)N2CCc3ccccc32)cc1,·,-1%,-6%,-5,1%,-1%,12%,-7%,-6%,5%,3%
COC(=O)CCC(=O)c1oc2ccccc2c1NC(=O)CCCN1C(=O)c2ccccc2C1=O,4%,-6%,16%,8,-5%,-4%,0%,-17%,28%,-2%,-1%
CC1CC(C)CN(C(=O)c2cc3cc(Br)cc(Br)c3o2)C1 (centres undefined),10%,?,5%,-15,0%,-2%,11%,8%,?,22%,-10%
CCC(ONc1ccccc1C(F)(F)F)(C(=O)NN(C)C)c1ccccc1 (centres undefined),12%,6%,4%,54,2%,-5%,10%,-11%,-30%,31%,-6%
C/C(=N\NC(=O)c1cccnc1)c1cccc([N+](=O)[O-])c1,-6%,?,-18%,5,-12%,-2%,6%,16%,-14%,-3%,-6%
COc1ccc(CC(=O)N/N=C/c2ccc(-c3ccc(F)cc3)o2)cc1OC,-1%,0%,0%,5,-6%,2%,0%,-20%,-13%,-4%,-4%
Cc1ccc2nc(SCC(=O)NCc3ccco3)[nH]c2c1,3%,?,9%,-2,-3%,-5%,-6%,-21%[7.66 µM],?,-4%,-1%
CCN(CC)CCCNC(=O)c1ccc(Cl)c(S(=O)(=O)Nc2ccccc2OC)c1,4%,-5%,0%,-5,-1%,-3%,0%,-3%,7%,1%,0%
COc1ccc(CN(C)C(C)C(=O)Nc2ccc(S(=O)(=O)N3CCOCC3)cc2)c(OC)c1 (centres undefined),-1%,?,1%,-7,2%,-5%,3%,21%,-6%,0%,5%
O=C(NC1CC1)c1cc(F)c(F)cc1Cl,1%,5%,-20%,-3,1%,-4%,4%,8%,4%,8%,2%
CCOC(=O)C1CCCN(S(=O)(=O)c2cc3c4c(c2)CCN4C(=O)CC3)C1 (centres undefined),0%,16%,-13%,-2,-1%,0%,2%,22%,?,·,-6%
Cc1cccc(NC(=O)C(C)SCc2ccccc2)c1 (centres undefined),6%,6%,-13%,-12,0%,-3%,2%,5%,1%,12%,3%
COc1ccc(NC(=O)c2ccco2)c2ccccc12,1%,9%,11%,-11,6%,-5%,-3%,-11%,0%,-2%,5%
COc1ccc(-c2cc(C(=O)Nc3ccc(S(=O)(=O)Nc4onc(C)c4C)cc3)c3ccccc3n2)cc1OC,3%,?,23%,-3,0%,-5%,-5%,?,0%,-6%,9%
COc1ccc(-c2c(C)n([O-])c3c([n+]2=O)CCCCC3)cc1,0%[46.1 µM],6%,5%,15,3%,-1%,-1%,-13%,3%,-8%,1%
COc1ccc(CCNC(=O)CCS(=O)(=O)c2ccc(Br)cc2)cc1OC,-8%,17%,?,10,-19%,-1%,3%,21%,-16%,-3%,2%
COc1ccc(-c2cc(C(F)(F)F)nc(SCC(=O)Nc3sc4c(c3C#N)CCC4)n2)cc1,-1%,?,2%,-1,0%,-5%,-6%,-10%,-5%,-1%,-9%
COc1ccc(Nc2nnc(SC(C)C(=O)NC3CC3)s2)cc1 (centres undefined),3%[46.1 µM],-2%,-11%,-2,-1%,-2%,·,-7%,2%,5%,3%
CC(C)OC(=O)c1cc(Cl)c(=O)n(Cc2ccc(Cl)cc2Cl)c1,14%,6%,-4%,-3,2%,0%,-19%,0%,1%,3%,-10%
COc1cccc(N2CCN(C(=O)c3cc4ccc(OC)cc4[nH]3)CC2)c1,4%,-14%,-7%,8,0%,0%,6%,-29%,?,18%,-7%
Cc1ccc(C)c(N2CCN(c3ccc4cc(S(=O)(=O)N5CCCCC5)ccc4n3)CC2)c1,-1%,?,-8%,0,0%,-7%,-8%,16%,3%,5%,200%
O=C(Nc1ccccc1F)c1ccc(C(=O)c2ccccc2)cc1,-3%,?,-7%,-14,-4%,-5%,1%,0%,?,3%,1%
O=C(/C(=C/O)N=Nc1ccc(Cl)cc1)c1ccncc1,8%,-9%,3%,-11,-1%,-3%,-8%,-56%[inhibitor],?,3%,-1%
O=C(NC(=S)Nc1ccc(CN2CCOCC2)cc1)c1ccc([N+](=O)[O-])cc1,-2%[46.1 µM],?,-17%,7,1%,-2%,-1%,-32%,0%,-2%,-2%
COc1ccc(OC)c2sc(N(CCCN(C)C)C(=O)c3ccc(S(=O)(=O)N4CCc5ccccc5C4)cc3)nc12,·,?,-28%,2,26%,·,-10%,·,?,-8%,·
Cc1cc(C)cc(N(CC(=O)NCC2CCCO2)C(=O)CCC(=O)Nc2cc(C)on2)c1 (centres undefined),-4%,-1%,11%,-7,0%,-2%,-1%,22%,-1%,-5%,0%
COc1cc(NC(=O)NCc2ccncc2)cc(OC)c1OC,-3%,-2%,8%,29,0%,-2%,-4%,27%,2%,2%,2%
O=c1nc(Nc2ccc(Br)cc2)sc2ccc([N+](=O)[O-])cc12,-9%,6%,7%,1,9%,-2%,9%,-22%,?,8%,0%
O=C(Nc1nnc(Cc2ccc([N+](=O)[O-])cc2)s1)Nc1ccccc1F,1%,?,-3%,10,-7%,0%,-3%,30%,?,-6%[11.5 µM],4%
CCOc1ccccc1C(=O)NCC(=O)NCCCSc1ccccc1,1%,-9%,2%,28,-1%,-5%,-2%,25%,0%,1%,-2%
CS(=O)(=O)c1ccc2nc(NC(=O)C3CCCO3)sc2c1 (centres undefined),·,17%,-1%,-5,1%,0%,-3%,-2%,-19%,1%,5%
C/C(=N\NS(=O)(=O)c1ccc(Br)cc1)c1ccc(-n2ccnc2)cc1,8%,-2%,-4%,-33,7%,-1%,2%,21%,?,0%,3%
O=C(CSc1nc2ccccc2[nH]1)N1CCN(c2ccccc2)CC1,-2%,2%,-3%,-1,1%,-4%,10%,11%,-7%,8%,-2%
CCC(C)(C)NC(=O)Cc1ccc(OC)c(OC)c1,-5%,-1%,18%,-5,-8%,-4%,-3%,-16%,-21%,·,0%
O=C(NO)c1ccc(C(=O)N(C2CCCCC2)C2CCCCC2)cc1,0%,?,-1%,12,0%,-5%,-8%,-26%,-3%,-2%,-11%
O=C(N/N=C/c1c(Cl)[nH]c2ccccc12)c1sc2ccccc2c1Cl,0%[46.1 µM],?,-2%,-4,0%,1%,16µM*,-18%,?,2%,-25%
Cc1ccc(O)c(NC(=O)c2cc3nc4c(c(C(F)(F)F)n3n2)CCc2ccccc2-4)c1,-2%,?,15%,-4,0%,1%,3%,27%,0%,1%,-1%
O=S(=O)(CCc1ccccc1)N1CCOCC1,0%,-5%,-3%,-3,-4%,-4%,0%,24%,2%,5%,1%
O=C(CSC1=Nc2ccccc2C2CC=NN12)Nc1ccc(F)c(F)c1F (centres undefined),3%,26%,13%,-1,-4%,-5%,0%,-10%,-2%,2%,1%
